High-throughput results (PubChem BioAssay)
GPR151 ag = human GPR151 activation; AID 1508602; PathHunter beta-arrestin GPR151 cells, luminescence; activation, % at 11.2 µM; 1% of 650,000 active; Q8TDV0; in the data active = activation above about 4.9%;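 also: 0% = median of compound wells and 100% = cells with positive control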
Target sequence (Q8TDV0 whole entry, looked up): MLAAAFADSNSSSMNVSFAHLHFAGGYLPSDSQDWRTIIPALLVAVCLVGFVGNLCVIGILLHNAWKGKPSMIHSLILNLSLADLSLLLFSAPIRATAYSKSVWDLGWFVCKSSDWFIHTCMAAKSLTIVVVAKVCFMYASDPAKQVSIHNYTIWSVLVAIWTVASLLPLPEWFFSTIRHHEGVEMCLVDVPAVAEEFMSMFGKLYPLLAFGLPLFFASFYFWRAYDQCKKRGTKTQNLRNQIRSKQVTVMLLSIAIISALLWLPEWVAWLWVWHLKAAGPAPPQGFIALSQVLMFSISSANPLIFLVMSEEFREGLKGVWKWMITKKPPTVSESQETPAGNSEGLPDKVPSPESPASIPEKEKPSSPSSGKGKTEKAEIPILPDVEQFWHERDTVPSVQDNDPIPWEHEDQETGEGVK
FBW7 act = human FBW7 E3 ligase activation, primary screen. AlphaScreen FBW7–phospho-cyclin E peptide binding, activator screen. Q969H0. AID 1259310. 0.13% of 650,000 active. normalized activity (activation), % at 26.1 µM; in the data active = normalized activity above about 1.9%;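 also: purified mutant Fbw7 with reduced substrate affinity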
Target sequence (Q969H0 whole entry, looked up): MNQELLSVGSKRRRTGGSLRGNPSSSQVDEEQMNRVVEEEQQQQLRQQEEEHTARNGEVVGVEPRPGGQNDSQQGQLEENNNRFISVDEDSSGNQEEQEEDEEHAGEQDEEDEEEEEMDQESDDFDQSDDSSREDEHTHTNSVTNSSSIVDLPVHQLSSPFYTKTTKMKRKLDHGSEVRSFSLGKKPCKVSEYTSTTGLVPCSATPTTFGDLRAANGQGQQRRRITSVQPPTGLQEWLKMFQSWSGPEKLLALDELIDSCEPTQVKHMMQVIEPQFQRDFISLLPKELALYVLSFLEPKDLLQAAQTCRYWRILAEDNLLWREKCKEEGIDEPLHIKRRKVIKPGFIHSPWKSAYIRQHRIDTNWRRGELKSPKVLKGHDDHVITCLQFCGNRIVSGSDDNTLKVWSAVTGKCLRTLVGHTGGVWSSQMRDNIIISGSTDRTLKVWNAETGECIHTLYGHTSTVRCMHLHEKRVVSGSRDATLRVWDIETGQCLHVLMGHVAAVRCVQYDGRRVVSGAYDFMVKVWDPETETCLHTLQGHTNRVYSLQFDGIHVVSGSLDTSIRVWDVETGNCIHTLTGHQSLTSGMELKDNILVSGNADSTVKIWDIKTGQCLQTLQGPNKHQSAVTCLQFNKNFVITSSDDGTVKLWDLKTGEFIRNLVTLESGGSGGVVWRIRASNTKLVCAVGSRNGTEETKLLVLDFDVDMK
TEAD-YAP block = TEAD-YAP interaction inhibition | HEK-TIYL cells, TEAD-Gal4/YAP UAS-luciferase luminescence | inhibition, % at 9.12 µM | 1.4% of 640,000 active; in the data active = inhibition above about 32%;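 also: 0% = median of test compound wells and 100% = reference inhibitor wells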
MITF primary = human MITF inhibition, primary screen; 0.91% of 650,000 active; O75030; AlphaScreen MITF homodimerization, bead proximity signal; inhibition, % at 2.6 µM; in the data active = inhibition above about 50%;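 also: 0% = vehicle wells with protein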
* = called active by the depositor; nt = no result given; & = joins results of further samples.

Each structure is followed by: GPR151 ag	FBW7 act	TEAD-YAP block	MITF primary
- O=C(c1ccc(-n2c(=S)[nH]c3ccccc3c2=O)cc1)N1CCN(c2ccc(F)cc2)CC1
→ 3.2	0.1	9	17
- CC(C)(C)c1cc(=O)n2[nH]c(N)nc2n1
→ 0.8	-0.1	2	8
- O=C(Nc1ccccc1)N(Cc1cccs1)Cc1cccs1
→ -1.3	-0.1	-5	1
- Cc1cc(S(=O)(=O)NCCCc2ccc(N(C)C)cc2)ccc1F
→ -0.2	-0.4	-2	9
- Cc1ccc(CNC(=O)C2CCCN(C(=O)N3CCOc4ccccc43)C2)cc1 (configuration not stated)
→ 0.9	-0.4	4	-5
- COc1ccc2cc3c(N)nn(C(=O)/C=C/c4ccc(OC)c(OC)c4)c3nc2c1
→ -1.7	-0.2	1	7
- Cc1cn2c3c(=O)n(CC(N)=O)c(=O)n(C)c3nc2n1-c1ccc(F)cc1
→ 2.0	-0.1	-3	3
- O=C(c1cnccc1Nc1ccc(Cl)c(F)c1)N1CCN(C(=O)[C@H](O)c2ccccc2)CC1
→ 0.0	0.1	-9	5
- COc1cccc(CN2CCN(Cc3ccc(C#CCCO)cc3)CC2CCO)c1 (configuration not stated)
→ -0.3	0.1	12	-5
- COc1ccc(OC)c(NC(=O)c2ccc3c(=O)n(-c4ccccc4)c(=S)[nH]c3c2)c1
→ -1.1	0.0	7	11
- Cc1ccc(C)c(N=Cc2ccc(O)cc2O)c1
→ -0.1	0.5	11	-24
- Cc1[nH]ncc1-c1ccc(NC(=O)C2COc3ccc(F)cc3C2)c(OCCN(C)C)c1 (configuration not stated)
→ -1.4	0.0	-2	26
- Cc1cc(OCC(=O)Nc2ccc(N(C)C)cc2)ccc1Br
→ -0.4	-0.1	1	11
- O=C(NCc1n[nH]c(=S)n1-c1ccc(F)cc1)c1cccs1
→ -0.6	0.2	-7	15
- CN(CC(=O)NC1CC(C)(C)NC(C)(C)C1)S(=O)(=O)c1cc(Cl)ccc1Cl
→ -1.1	0.3	1	3
- CCCC(CCC)C(=O)Nc1ccc(C(=O)O)cc1
→ -0.1	-0.1	10	-11
- O=C(CCNC(=O)Cn1cnc2ccccc2c1=O)NCc1ccc(F)cc1
→ -0.8	-0.1	-3	-3
- O=C(N/N=C/c1ccc2c(c1)OCO2)/C(=C/C=C/c1ccccc1)NC(=O)c1ccccc1
→ -0.9	-0.3	-16	-1
- COc1ccc(NC=O)c2ncccc12
→ -1.4	0.5	4	14
- O=C(CSCC(=O)N1CCOCC1)Nc1nc(-c2ccc(Cl)s2)cs1
→ -0.8	0.1	-20	1
- N#CCSc1nc2cc(C(=O)NCc3ccccc3Cl)ccc2c(=O)n1Cc1ccccc1
→ 0.3	-0.1	3	6
- CCOC(=O)c1ccccc1OC(=O)CSc1ccc(S(C)(=O)=O)cc1[N+](=O)[O-]
→ -0.3	0.0	5	-5
- O=C(/C=C/c1ccc(-c2ccccc2)cc1)NCCOc1ccc(Cl)cc1
→ -0.1	0.0	2	-1
- CCOc1cc(C2C3=C(CC(C)(C)CC3=O)OC3=C2C(=O)CC(C)(C)C3)cc(I)c1OC
→ -1.0	-0.1	8	1
- Cc1cc(=O)oc2c1c(C)nn2-c1cc(Cl)ccc1[N+](=O)[O-]
→ -1.9	-0.3	13	7
- Cc1ccc(-n2ncnc2-c2cccc(Cl)c2Cl)cc1Cl
→ -0.1	0.1	1	5
- OCCNc1nc(Nc2ccc(-n3ccnc3)cc2)nc2c1ncn2-c1ccccc1
→ 0.3	0.4	42*	8
- O=C(NCc1cccnc1)Nc1cccc(C(F)(F)F)c1
→ 0.8	-0.1	3	-9
- COc1cc(C(=O)Nc2sc3c(c2C(N)=O)CC(C)CC3)cc(OC)c1OC (configuration not stated)
→ 0.6	0.1	-3	4
- Cc1ccc(-c2noc(-c3cn(C)c4cc(N5CCOCC5)c(F)cc4c3=O)n2)cc1
→ 0.0	0.1	-9	1

Part of the list above in order of molar mass, rising.
Each structure is followed by: GPR151 ag	FBW7 act	TEAD-YAP block	MITF primary
- O=C(NCc1cccnc1)Nc1cccc(C(F)(F)F)c1
→ 0.8	-0.1	3	-9
- O=C(/C=C/c1ccc(-c2ccccc2)cc1)NCCOc1ccc(Cl)cc1
→ -0.1	0.0	2	-1
- O=C(CSCC(=O)N1CCOCC1)Nc1nc(-c2ccc(Cl)s2)cs1
→ -0.8	0.1	-20	1
- CCOC(=O)c1ccccc1OC(=O)CSc1ccc(S(C)(=O)=O)cc1[N+](=O)[O-]
→ -0.3	0.0	5	-5
- N#CCSc1nc2cc(C(=O)NCc3ccccc3Cl)ccc2c(=O)n1Cc1ccccc1
→ 0.3	-0.1	3	6

More results
Each structure is followed by: GPR151 ag	FBW7 act	TEAD-YAP block	MITF primary
- CC(C)n1c2ccccc2n2c(=O)c(=O)n(CC(=O)N3CCc4ccccc43)nc12
→ -1.3	0.9	1	12
- COC(=O)c1ccc2c(=O)n(Cc3ccco3)c(SCC(=O)N3CCN(c4ccccc4OC)CC3)nc2c1
→ 0.0	0.6	11	14
- COc1cc2c(cc1OC)C1(CCCC1)CN(C(=O)C(C)N1CCCCC1)C2 (configuration not stated)
→ 2.5	-0.1	-6	6
- Cc1n[nH]c(C)c1C(C)N(C)C(=O)c1ccc(-c2ccccc2)nc1N1CCOCC1 (configuration not stated)
→ -1.1	0.1	-24	-5
- CCCc1cc(CN(C)C(=O)CC2C(=O)NCCN2Cc2ccccc2C)[nH]n1 (configuration not stated)
→ -0.1	-0.1	2	3
- CC(C)C(=O)Nc1sc2c(c1C#N)CCCC2
→ -1.6	-0.1	1	3
- O=[N+]([O-])c1cccc(/C=N/n2c(-c3ccco3)n[nH]c2=S)c1
→ -0.7	0.0	1	4
- O=C(NCCCc1ccncc1)C1CC12CCN(C(=O)CC1=CCCCC1)CC2 (configuration not stated)
→ 1.0	0.1	-8	-5
- O=C1CCN(Cc2nc(NCC3CCCO3)c3ccc(Cl)cc3n2)CCN1 (configuration not stated)
→ -1.0	-0.2	-6	-5
- CC(=O)c1ccc(N2C(=O)C3C(C2=O)C2(C)c4ccccc4C3(C)c3ccccc32)cc1 (configuration not stated)
→ 3.8	-0.2	-1	2
- CCOc1ccc2c(c1)sc(=NC(=O)c1ccc(F)cc1)n2C
→ 0.4	0.3	-16	11
- COC(=O)Cn1cc(S(=O)(=O)N2CCCC2)cc1C(=O)OC
→ 0.0	0.1	-12	-5
- COc1ccc(C(=O)Nc2nnc(SCC(=O)NC3CCCCC3)s2)c(OC)c1
→ 0.0	0.5	-55	0
- CC1(C)CC(CC(=O)Nc2ccccc2[N+](=O)[O-])C(=O)O1 (configuration not stated)
→ -1.5	0.2	10	20
- CC1=C(C(=O)N2CCOCC2)C(c2ccc(F)cc2)n2c(nc3ccccc32)N1 (configuration not stated)
→ -0.7	0.1	10	0

Compound profiles, from the list above:
Entry for Cc1n[nH]c(C)c1C(C)N(C)C(=O)c1ccc(-c2ccccc2)nc1N1CCOCC1 (configuration not stated) = GPR151 ag = -1.1; FBW7 act = 0.1; TEAD-YAP block = -24; MITF primary = -5
Entry for COC(=O)Cn1cc(S(=O)(=O)N2CCCC2)cc1C(=O)OC = GPR151 ag = 0.0; FBW7 act = 0.1; TEAD-YAP block = -12; MITF primary = -5

(next part)
Each structure is followed by: GPR151 ag	FBW7 act	TEAD-YAP block	MITF primary
- O=C(c1ccc(Cl)s1)N(CCN1CCOCC1)c1nc2ccc(F)cc2s1
→ -1.8	0.2	-25	2
- CCN(CC)CCN(CC)C(=O)c1cnn(-c2nccc(-c3cccs3)n2)c1COC
→ 0.0	-0.1	-6	5
- O=C(CSc1ccc(F)cc1)Nc1ccc([N+](=O)[O-])cc1
→ -1.5	0.1	-16	-11
- C/C(CC(C)C)=N\NC(=O)c1cc(O)cc(O)c1
→ -1.0	-0.1	8	-5
- CC(C)n1cnc2cc(NCc3ccccn3)ccc21
→ -1.0	-0.5	-24	3
- O=C(CN1CCN(CC(=O)Nc2ccccc2C(F)(F)F)CC1)Nc1ccccc1F
→ -0.8	0.1	1	-18
- Cn1ccnc1C1(O)CC2CCC(C1)N2C(=O)N1CCOCC1 (configuration not stated)
→ 0.4	0.0	8	16
- CCC(CC)C(=O)N1c2cc(C)c(C)cc2-c2c(ssc2=S)C1(C)C
→ 0.1	0.9	1	16
- CC(O)c1cccc(NC(=O)C2C3C=CC(C3)C2C(=O)O)c1 (configuration not stated)
→ 0.1	0.1	-2	2
- CN1C(=O)C(=Cc2ccccc2OCC(=O)O)C(=O)N(C)C1=O
→ 2.1	-0.9	5	12
- CN1CCN(C(=O)c2ccc(-c3cc(Nc4ccc(Oc5ccccc5)cc4)nc(N)n3)cc2)CC1
→ 2.9	-0.1	1	13
- CCOC(=O)C1=C(C)NC2=C(C(=O)CC(c3ccc(OC)c(OC)c3)C2)C1c1cccc(Cl)c1Cl (configuration not stated)
→ 0.9	0.0	4	-4
- COc1ccc(-c2nc3ccccc3o2)cc1NC(=S)NC(=O)c1cc2ccccc2o1
→ -0.4	-0.2	-58	8
- CCCCC/C=C/C=C1/C(=O)C=C[C@@H]1C/C=C\CCCC(=O)NCCCCCNC(=O)CCCCC1SC[C@@H]2NC(=O)N[C@H]12 (some centres not stated)
→ -0.8	nt	nt	124*
- COC(CNC1=CC(=O)OC12CCCCC2)OC
→ -0.8&-0.1&0.2	0.0&0.0&-0.1	10&-3&12	6&-5&10
- CCOC(=O)c1ccc(NC(=O)Nc2sc3c(c2C(N)=O)CC(C)CC3)cc1 (configuration not stated)
→ 1.7	0.0	-10	2
- Cc1ccsc1CN(C(=O)c1ccccc1Cl)C1CCS(=O)(=O)C1 (configuration not stated)
→ -1.0	0.0	-11	10
- O=C(NCc1csc(-c2cccs2)n1)C1CC1
→ 1.4	1.1	-31	10
- Cc1ccccc1NCc1ccc(O)c2ncccc12
→ 1.5	-1.5	17	68*
- O=[N+]([O-])c1ccc(Cl)c(OC2=NS(=O)(=O)c3ccccc32)c1
→ -1.4	0.0	-4	12
- Cc1cc(C)cc(N(C(C)C(N)=O)S(C)(=O)=O)c1 (configuration not stated)
→ 4.9	0.2	-4	-16
- CCN(C(=O)CCc1nc(-c2ccccc2F)no1)c1ccc(OC)cc1
→ 2.2	0.4	4	22
- O=C(CN1CCN(CC(=O)Nc2ccc(Cl)cc2)CC1)Nc1ccc(F)cc1
→ 0.9	0.3	17	1
- COc1ccc(Cl)cc1S(=O)(=O)Nc1ccc2c(c1)n(C)c(=O)n2C
→ 0.2	-0.1	5	-10
- COc1ccc(CCNS(=O)(=O)c2ccc(Br)cc2)cc1OC
→ -0.4	-0.1	-5	0
- Cn1c(N2CCOCC2)nc2c1c(=O)n(Cc1ccc(Br)cc1)c(=O)n2C
→ 0.7	-0.3	-11	-4
- CCN(CC)c1ccc(/C=N/NC(=O)CCC2C(=O)NN=C2C)cc1 (configuration not stated)
→ -0.9	0.0	-1	10
- COc1ccc(N(CC(=O)Nc2cccc(Cl)c2Cl)S(C)(=O)=O)cc1Cl
→ -0.1	0.7	-3	13
- CCCN(CCC)CCNS(=O)(=O)c1cccc2cccnc12
→ -0.8	0.0	6	10
- Cc1ccc(CNC(=O)C(=O)NCc2ccc(Cl)cc2)cc1
→ -0.1	0.3	3	11
- CN1CCN(c2ccc(-c3cccc(C(=O)Nc4ccc(N5CCOCC5)cc4)c3)cc2)CC1
→ 3.0	0.2	-45	-1
- Cc1cc2ccccc2n2c(=O)n(Cc3cscn3)nc12
→ 0.0	1.0	-7	-2
- Cc1cc(=O)oc(C)c1C(=O)NC1CC1
→ 1.4	-0.1	-8	10
- Nc1nc(NCc2cccc(C(F)(F)F)c2)cc(Nc2ncccn2)n1
→ -1.1	-0.1	6	3
- COCCCNC(=O)c1cccnc1SCc1ccccc1Cl
→ 5.5*	-0.1	2	-10
- COc1ccc2nc(NCCNC(=O)c3ccco3)c(C#N)cc2c1
→ -0.8	0.2	-6	15
- c1csc(-c2cn3nc4c(nc3n2)CCCC4)c1
→ -5.6	-0.2	34*	2
- CCc1sc(NC(=O)CN2CCCC2)nc1-c1ccccc1
→ 0.8	0.0	22	5
- COc1ccc(NC(=O)c2ccc3c(=O)n(-c4ccc(OC)c(OC)c4)c(=S)[nH]c3c2)cc1
→ -1.0	-0.1	-11	-7
- CCn1nc(C)c(CN2CCC(n3nccc3NC(=O)Cc3ccccc3)CC2)c1C
→ 1.6	-0.1	-8	-9
- CCOC(=O)C1=C(C)N=c2s/c(=C\c3cc(Br)c(OCc4ccccc4)c(OC)c3)c(=O)n2C1c1ccc(Cl)cc1 (configuration not stated)
→ -0.3	0.0	-1	8
- COCCn1nnnc1C(c1ccccn1)N1CCN(c2cccc(C)c2C)CC1 (configuration not stated)
→ -0.4	0.0	5	4
- CCOC(=O)c1c(N)sc(-c2ccccc2)c1C
→ 6.2*	-0.1	-40	1
- COc1ccc(-c2cc(C(=O)NCc3cccc(OC)c3)c3ccccc3n2)cc1
→ -0.9	0.3	-6	10
- COc1ccc(OCC(=O)NC(C(C)C)C(C)C)cc1
→ -0.9	-0.1	0	-9
- COc1ccc(NC(=O)COc2ccccc2OC)cc1
→ 0.4	0.0	1	12
- Cc1ccc2ccc(S(=O)(=O)n3cnc4cc([N+](=O)[O-])ccc43)cc2c1
→ 0.2	0.2	14	11
- Cc1ccc(C)c(OCC(=O)Nc2ccccc2C(N)=O)c1C
→ -1.9	0.6	48*	9
- CCOc1ccc2c(C)cc(=O)oc2c1OCC
→ -0.2	-0.1	-2	2
- CCC(O)CNC(=O)CCc1nnc(CCCCc2ccccc2)o1 (configuration not stated)
→ 0.9	0.0	-4	-1
- COCC(=O)Nc1ccccc1-c1nnn(CC(N)=O)n1
→ 1.2	0.2	2	2
- CCCNc1nc(-c2ccccc2)ncc1C
→ -1.6	-0.1	-8	-5
- CCCCCCNC(=O)c1ccc2c(c1)NC(=O)C(CSCc1c(F)cccc1Cl)N2 (configuration not stated)
→ -1.0	0.3	16	14
